Screening results from PubChem.
Tb PFK block: T. brucei PFK enzyme inhibition | O15648 | T. brucei PFK, ADP-Glo luminescence | Potency, µM (series often up to 57.5 µM), inactives show at the top dose activity, negative = inhibition, hits mostly inhibitors | hit rate 0.17% among 330,000 | AID 485367;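 note: potency is the fitted concentration of half-maximal effect; 0% = uninhibited 1x PFK enzyme wells and -100% = no-enzyme wells; nearly all actives have a fitted effect of over 60% in size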
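PFK 1.25 nM, F6P 0.5 mM, ATP 0.1 mM, 0.1 M TEA pH 8.0, 5 mM MgCl2, 0.01% Tween20, 0.1% BSA; 45 min RT. ADP-Glo readout. qHTS titration up to 57 uM; curves fitted, compounds curve-classed.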
Eya2 phos inh: blocks the phosphatase activity of human Eya2; O00167; recombinant Eya2, OMFP fluorescence dephosphorylation (OMFP is methylfluorescein phosphate); Potency, µM (top dose mostly 76.9 µM), for inactives: top-dose activity, negative = inhibition, most hits filed as inhibitors; hit rate 0.006% among 330,000; AID 488837; note: potency is the fitted concentration of half-maximal effect; % is set by controls: 0 for no effect and ±100 for the full control effect
Target sequence (O00167 whole entry, looked up): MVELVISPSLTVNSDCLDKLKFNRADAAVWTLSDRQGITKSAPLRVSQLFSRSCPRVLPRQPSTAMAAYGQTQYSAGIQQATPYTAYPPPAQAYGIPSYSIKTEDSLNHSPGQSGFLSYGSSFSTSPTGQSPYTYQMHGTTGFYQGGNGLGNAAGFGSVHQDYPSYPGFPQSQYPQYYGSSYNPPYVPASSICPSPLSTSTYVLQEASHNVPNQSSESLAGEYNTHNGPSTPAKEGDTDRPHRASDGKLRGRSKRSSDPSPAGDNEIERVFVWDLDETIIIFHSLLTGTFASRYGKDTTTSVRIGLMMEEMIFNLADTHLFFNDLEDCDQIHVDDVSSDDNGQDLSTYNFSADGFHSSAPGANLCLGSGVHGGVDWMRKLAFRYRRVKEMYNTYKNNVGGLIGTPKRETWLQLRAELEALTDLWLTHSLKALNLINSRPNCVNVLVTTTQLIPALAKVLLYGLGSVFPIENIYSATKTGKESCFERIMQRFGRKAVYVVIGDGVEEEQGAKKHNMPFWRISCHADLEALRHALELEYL
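Eya2 protein (added as 0.2 uM solution) was preincubated with compound for 10 min at ambient temperature in 50 mM HEPES pH 7.5, 50 mM NaCl, 5 uM MgCl2, 0.05% BSA, 1 mM DTT. OMFP (added at 50 uM) then reacted 10 min; fluorescence read at 485/525 nm.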
TCR act: T cell receptor activation; Potency, µM (doses to about 9.22 µM), for the others: at the top dose activation of IL-2 secretion, actives largely listed as activators; primary human leukocytes, anti-CD3, IL-2 HTRF, 48 h; 330,000 tested, under 10 active; note: % of control where 0% means no effect
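Primary human leukocytes were stimulated with a-CD3 beads plus compounds for 48 hr without co-stimulation; secreted IL-2 was quantified by HTRF using a-IL-2-K (europium cryptate) and a-IL-2-d2, excited at 320nm with acceptor emission read at 665nm.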
a7 integrin act: activates integrin-mediated alleviation for muscular dystrophy | alpha7betagal myoblasts, beta-gal FDG fluorescence, 48 h | Potency, µM (top dose mostly 38.3 µM), inactives show top-dose activation, actives largely listed as activators | hit rate 0.064% among 350,000;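 note: potency is the fitted concentration of half-maximal effect; 100% = response of the positive control SU9516; nearly all actives have a fitted effect of over 60% in size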
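alpha7betagal+/- myoblasts (passage 13, 250/well) treated 48 h at 37C with compounds at 1:260 dilution of DMSO stock. Lysed, then beta-galactosidase activity read as FDG fluorescence (ex 480/em 540) after 30 min, with pre-read for autofluorescence.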
ASM inhibitor: inhibitors of human secretory acid sphingomyelinase; hit rate 0.006% among 340,000; placental ASM, HMU-PC fluorogenic substrate, 60 min; AID 504937; Potency, µM (doses to about 57.5 µM), inactives show top-dose activity change, negative = inhibition, usual class: inhibitors; P17405; note: potency is the fitted concentration of half-maximal effect
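Human placenta-derived ASM enzyme was preincubated with compound for 10 minutes at room temperature, then given fluorogenic substrate HMU-PC0 (9 uM final) for 60 minutes at 37 °C; a pH 10 stop preceded fluorescence reading at Ex 386/Em 447 nm.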
TSG101-PTAP inh: blocks PTAP/TSG101 interaction to inhibit HIV-1 budding | Q99816 | 340,000 tested, under 10 active | Fluorescence polarization, FITC-PTAP peptide / Tsg101 binding | Potency, µM (highest dose often 115 µM), without a hit: at the highest dose activity change, negative = inhibition, hits mostly inhibitors; active = well fitted inhibition curve with a large enough effect in the main read-out, with a control signal flat, not every such curve was filed as active; inconclusive = small, poorly fitted or top-dose-only effect, or effect the other way, or a change in a side signal; inactive = no such curve, though single readings can be large or run the other way; note: potency is the fitted concentration of half-maximal effect; % of control where 0% means no effect
Target sequence (Q99816 whole entry, looked up): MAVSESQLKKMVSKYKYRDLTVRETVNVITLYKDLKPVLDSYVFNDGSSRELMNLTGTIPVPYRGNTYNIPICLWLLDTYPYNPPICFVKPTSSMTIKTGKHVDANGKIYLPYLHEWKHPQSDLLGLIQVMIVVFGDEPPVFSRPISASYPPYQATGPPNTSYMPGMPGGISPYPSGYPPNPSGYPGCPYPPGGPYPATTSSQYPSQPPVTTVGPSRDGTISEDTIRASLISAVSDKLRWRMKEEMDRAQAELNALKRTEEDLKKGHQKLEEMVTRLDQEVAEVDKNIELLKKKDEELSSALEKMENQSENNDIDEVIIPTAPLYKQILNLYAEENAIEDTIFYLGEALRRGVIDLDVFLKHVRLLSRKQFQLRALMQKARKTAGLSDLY
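FP read-out: FITC-PTAP peptide, 50 nM final, binding Tsg101 binding domain, 10 uM final; 20 min, r.t.; 10 mM HEPES pH 7.5, 0.15 M NaCl, 0.01% Tween 20, 3 mM EDTA, 0.1 mM TCEP.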
Mito fusion yeast: mitochondrial division inhibition or fusion activation; S. cerevisiae fusion-defective mutant growth rescue, CellTiterGlo 48 h; Potency, µM (titrated, usually from 46.1 µM), for inactives: top-dose growth rescue (activation), most hits filed as activators; hit rate 0.23% among 320,000;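 note: potency is the fitted concentration of half-maximal effect; % of control where 0% means no effect; nearly all actives have a fitted effect of over 45% in size; temperature-sensitive fusion mutants such as fzo1-1 at 37 °C on non-fermentable ethanol glycerol medium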
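Luminescent cell viability in 1536-well qHTS format served as the measure of rescued growth in ts fusion-mutant S. cerevisiae cultured on non-fermentable YPEG for 48 hours at 37C.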
BCR signal inh: inhibitors of chronic active B-cell receptor signaling | ABC-DLBCL IkBa-CBG/CBR reporter, luminescence ratio, 4 h | Potency, µM (titrated, usually from 46.1 µM), inactives show at the top dose ratio change, negative = lower green/red ratio, most hits filed as inhibitors | hit rate 0.05% among 340,000; active = well fitted inhibition curve with a large enough effect in the signal ratio, with a control signal flat, not every such curve was filed as active; inconclusive = small, poorly fitted or top-dose-only effect, or effect the other way, or a change in a side signal; the % refers to the signal ratio;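 note: potency is the fitted concentration of half-maximal effect; plate controls were basal doxycycline-induced cells for no effect and cells given 10 µM MG132 for full effect; MG132 reads +100%, hits lower the ratio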
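TMD8 human ABC-DLBCL cells with doxycycline-inducible IκBα–green luciferase fusion and unfused red luciferase, in 0.5% FBS medium; compounds up to 46 uM, 4 h at 37C. Green/red luminescence ratio, filter-overlap corrected, fitted to concentration-response curves.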
TSHR antag: blocks TSH signaling through the human TSH receptor. activity change, negative = inhibition, % at 11.5 µM. hit rate 0.2% among 330,000. P16473. TSHR-expressing cells, TSH-stimulated cAMP HTRF, 2 h; stronger effect = lower value;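 active = activity change below a set negative limit, meaning inhibition stronger than a set level, cut at about -70% in these data; inconclusive = activity change between two set negative limits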; note: % is set by controls: 0 for no effect and ±100 for the full control effect
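Inhibition of cAMP made by TSHR-expressing cells under TSH stimulation (4nM final, EC80; 2 h, 37 deg C) is quantified with a one-step lysis HTRF kit, anti-cAMP cryptate versus cAMP-d2.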
ELG1 repair inh: inhibitors of ELG1-dependent DNA repair in HEK293T cells; HEK293T ELG1-luciferase reporter, luminescence, 16 h; DNA damage induced by 5-fluorouridine; Potency, µM (series often up to 46.1 µM), without a hit: at the top dose activity change, negative = inhibition, hits mostly inhibitors; hit rate 2.3% among 330,000; AID 504467; note: potency is the fitted concentration of half-maximal effect; % is set by controls: 0 for no effect and ±100 for the full control effect; nearly all actives have a fitted effect of over 55% in size
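Luminescence from the luciferase reporter, measured 30 min after ONE-Glo reagent at room temperature, was the read-out. Beforehand, 2,000 cells per well were exposed for 16 hr at 37 °C to 5-fluorouridine together with compound or vehicle.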
AT treatment: potential ataxia-telangiectasia treatment. hit rate 0.19% among 320,000. […] A-T fibroblasts, KAP-1 phosphorylation AlphaLISA; neocarzinostatin DNA damage 30 min before lysis. Potency, µM (titrated, usually from 57.5 µM), without a hit: at the highest dose activation, most hits filed as activators; note: potency is the fitted concentration of half-maximal effect; % of control where 0% means no effect; nearly all actives have a fitted effect of over 45% in size
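hTERT-immortalized A-T patient fibroblasts ([…]), 500 cells/well in OPTI-MEM, 1% FBS, got compounds for 60 min, then NCS for 30 min at 37C. Lysates were then assayed for phospho-KAP-1 by AlphaLISA (anti-pKAP1 donor, anti-KAP1 acceptor beads), 6 hr at 25C.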
* marks the source's active call; other numbers are inactive results; ? = inconclusive; / = not tested or not shown; [ ] = another dose, or the depositor's remark. Unless noted, calls come from the whole dose curve; as a rule, active = well fitted curve in the direction sought with a large enough effect; inconclusive = small, poorly fitted or top-dose-only effect, or another doubt; inactive = no such curve, though single readings can be large; an effect the other way counts as inactive or inconclusive.

item | compound | Eya2 phos inh | ASM inhibitor | a7 integrin act | BCR signal inh | AT treatment | TSG101-PTAP inh | Tb PFK block | TSHR antag | TCR act | ELG1 repair inh | Mito fusion yeast
1 | CC1=C(C(=O)OC(C)C)C(c2cccs2)N2C(=O)C(C)SC2=N1 (configuration not stated) | -1.0% | -2.5% | 4.5% | 0.9% | 9.5% | -1.4% | -8.0% | -9.7 | -1.4% | ? | 13.6%
2 | Cc1ccc(C)c(N(CC(=O)NC(C)(C)C)C(=O)CNC(=O)c2cccs2)c1 | 3.9% | -0.7% | 0.0% | 6.8% | -10.4% | 1.7% | -3.1% | 0.4 | -2.7% | -8.2% | -7.9%
3 | CN(CC(=O)Nc1ccc(F)c(F)c1F)C(=O)Cc1ccc2c(c1)OCCO2 | -6.0% | 3.0% | -6.3% | ? | 0.5% | -2.3% | -17.0% | -4.5 | 1.2% | 0.3% | 1.1%
4 | CCN(CC)S(=O)(=O)c1ccc(OCC(=O)NC(=O)Cc2ccccc2)c([N+](=O)[O-])c1 | -15.5% | -4.4% | -6.0% | ? | -9.9% | -1.6% | -9.1% | 1.3 | 4.0% | 3.1% | -10.6%
5 | CCCC1c2ccc(C)n2CCN1C(=O)Nc1ccc(F)cc1 (configuration not stated) | 14.4% | 21.7% | -7.6% | 4.5% | 3.8% | -3.6% | -5.0% | 4.9 | 0.5% | 5.2% | -0.9%
6 | CN(C)S(=O)(=O)N1CCC(Oc2ccc(C(=O)NC3Cc4ccccc4C3)cc2)CC1 | -6.5% | 0.4% | -49.4%[inhibitor] | -5.3% | 1.9% | 0.1% | -3.9% | ? | 1.9% | 16.1% | -15.8%
7 | Cn1ccc2cc(-c3ccc4ncnc(NCc5ccc6c(c5)OCO6)c4c3)ccc21 | -16.2% | / | / | -8.0% | 2.8% | / | 11.9% | -1.6 | / | / | -23.4%
8 | CCC(CC)C(=O)c1c[nH]c(C(=O)OC)c1 | -5.1% | -3.7% | ? | ? | -1.9% | 0.0% | 0.3% | -3.6 | -0.1% | 3.0% | 4.4%
9 | Nc1c(C(=O)NCCc2ccccc2)nnn1Cc1ccccc1 | -5.6% | 1.5% | -7.5% | ? | -5.9% | -2.4% | 1.5% | -9.3 | -1.4%[46.1 µM] | ? | 4.3%
10 | COc1cc(NC(=O)CCc2c(C)nc3nc(C)nn3c2C)cc(OC)c1 | -8.9% | -4.9% | 9.5% | ? | 0.1% | 1.6% | -1.0% | -10.5 | / | 6.5% | -1.6%
11 | Cc1noc(C)c1C(=O)Nc1nc(-c2cccs2)cs1 | 2.4% | -0.4% | ? | -5.2% | 3.9% | 0.0% | -3.0% | -15.0 | -1.0% | ? | 6.5%
12 | CC1CCN(CCCn2c(=S)[nH]c3c(sc4ccccc43)c2=O)CC1 | -14.6% | -1.6% | -8.1% | 15.7% | -4.1% | 0.5% | -9.7% | -3.0 | / | ? | 3.7%
13 | CCOC(=O)N1CCC(N(CCN(C)C)C(=S)Nc2cc(Cl)cc(Cl)c2)CC1 | -5.4% | 3.2% | 0.0% | 0.8% | 2.4% | 0.1% | -1.4% | 11.0 | -1.6% | ? | 4.5%
14 | Cc1cc2nc(-c3ccc[nH]c3=O)n(Cc3cccc(F)c3)c2cc1C | -4.3% | 184.8%[activator] | -21.7% | -0.7% | -3.3% | -2.4% | -2.1% | -1.9 | 1.1% | 28.0% | -8.2%
15 | O=C(NCC1CCCO1)c1sc2ccccc2c1Cl (configuration not stated) | -13.2% | -1.5% | -2.9% | ? | -6.7% | -8.4% | -0.7% | -7.7 | 6.7%[46.1 µM] | ? | -4.3%
16 | O=C1c2ccc(Cl)cc2S(=O)(=O)c2cccc(C(=O)N3CCN(c4ccc(Cl)cn4)CC3)c21 | 17.3% | -19.5% | -36.0% | 2.3% | -10.2% | -8.2% | 3.2% | -26.8 | -1.8% | ? | ?
17 | O=C(OCC(=O)c1ccccc1Br)c1ccncc1 | -0.5% | 1.4% | -30.0% | -2.7% | -10.7% | -0.4% | 2.5% | 4.7 | 2.6% | -8.3% | -10.8%
18 | Cn1ccc(C(=O)OCC(=O)Nc2cccc3ccccc23)n1 | 0.5% | -1.6% | -7.8% | ? | -0.1% | -4.5% | -3.2% | 3.9 | 5.4% | 21.4% | 4.3%
19 | CC(=O)c1c(C)[nH]c(C(=O)COC(=O)CN2C(=O)C3CCCCC3C2=O)c1C (configuration not stated) | -1.5% | -0.3% | 0.0% | -3.3% | -3.3% | -3.1% | -1.5% | / | 2.7% | ? | /
20 | COc1ccc(OC)c(NC(=O)CCNS(=O)(=O)c2cccc3nonc23)c1 | -0.2% | -15.5% | 1.5% | 0.8% | -0.1% | -0.3% | 2.7% | -11.4 | -5.9% | -8.1% | -4.2%
21 | Cc1ccc(Nc2nc(N)nc(CN3CCCCCC3)n2)c(C)c1 | -29.2% | 9.7% | 7.9% | -0.6% | -6.3% | -1.3% | 1.2% | / | 4.6% | -15.7% | -0.6%
22 | COc1cc(C(=O)NCc2cn3cccc(C)c3n2)cc(OC)c1OC | 5.9% | 1.8% | -6.9% | ? | 5.5% | -4.1% | 2.9% | 3.3 | -2.4% | 0.6% | 0.0%
23 | COc1cc2c(cc1OC)CN(Cc1ccc(C)s1)CC2 | -3.4% | 1.9% | -5.0% | -22.1% | / | 0.9% | -2.1% | -27.1 | 0.5% | -8.9% | -7.3%
24 | Oc1ccc(N=Cc2c(O)ccc3ccccc23)cc1 | 5.0% | -7.6% | -3.6% | ? | 6.3% | ? | -1.8% | -3.9 | / | -21.1% | -6.7%
25 | O=C(CCl)NNc1cccc(Cl)n1 | -17.9% | -1.5% | -3.2% | 0.0% | 2.5% | -4.7% | 0.4% | -1.6 | 3.6% | -0.5% | -9.2%
26 | CC(=O)Nc1cc2c(cc1C(C)=O)OCCO2 | 0.9% | 17.5% | -8.5% | ? | -4.7% | -3.6% | -2.9% | -5.0 | -0.3% | 7.8% | -2.5%
27 | O=C(OCC(=O)N1CCc2ccccc21)c1ccccc1 | -2.8% | -0.5% | 11.3% | ? | -0.2% | -8.6% | 1.8% | 0.9 | 3.8% | ? | -4.3%
28 | O=C(N/N=C/c1ccc([N+](=O)[O-])o1)c1cn(-c2ccccc2)nc1-c1ccccc1 | -12.6% | -13.3% | -65.1%[inhibitor] | 7.6% | 4.2% | -1.4% | 0.0% | -16.9 | -0.6%[46.1 µM] | ? | 2.2%
29 | Cc1ccccc1NC(=S)N(C)Cc1cn(C)c2ccccc12 | -0.6% | -2.9% | -17.0% | 0.8% | 4.4% | -1.8% | -0.5% | -6.2 | 8.2%[46.1 µM] | -0.1% | -7.3%
